PLCb3 inh: inhibitors of human phospholipase C beta3; Q01970; AID 720704; hit rate 0.18% among 370,000; inhibition, % at 12.2 µM; Purified PLC-beta3, fluorogenic substrate, fluorescence; in the data active means inhibition above about 11%;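 further: 0% = median of compound wells on plate and 100% = full blocker control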
ssDAF12 agonist: activates DAF-12 receptor from parasite S. stercoralis | HEK293 ssDAF-12/GRIP1 lit1-tk-luc reporter, luminescence; % of 3 µM dafachronic acid response | activation, % at 6.8 µM | hit rate 1% among 370,000;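 active means activation above the mean over all tested compounds plus 3 SD, cut at about 0.9% in these data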;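 further: 0% = DMSO-only wells and 100% = 3 µM delta7-dafachronic acid wells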
DAX1 inh-1: inhibitors of DAX1 repression of SF-1 activated StAR promoter | HEK293T StAR-luciferase reporter, SF-1/DAX-1 repression relief | inhibition, % at 6.8 µM | hit rate 1.1% among 370,000 | AID 652010;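 active means inhibition above the mean over all tested compounds plus 3 SD, cut at about 3.6% in these data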;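 further: 0% = DAX-1 cells with DMSO and 100% = cells lacking DAX-1 with DMSO; higher inhibition means more luminescence from relief of DAX-1 repression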
SMARCA2 activ: SMARCA2 function activation, primary screen; activation, % at 9.1 µM; hit rate 1% among 370,000; AID 652017; MG213 cells, MMTV-luciferase reporter, dexamethasone, overnight; in the data active means activation above about 7.8%;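 further: 0% = vehicle wells and 100% = reference activator wells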
ADAM17 inh: inhibits human ADAM17; P78536; recombinant ADAM17, EDANS/DABCYL FRET peptide cleavage; inhibition, % at 6.95 µM; hit rate 0.83% among 370,000; AID 720648;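 active means inhibition above the mean of compounds lying between control limits plus 3 SD, set per campaign, cut at about 8.5% in these data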;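 further: 0% = DMSO-only wells as the low control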
Rev-erbA mod: Rev-erb alpha (human) modulation. Rev-erbα–FITC-DNA binding, fluorescence polarization, 90 min. hit rate 0.79% among 370,000. P20393. AID 1259318. activity, % at 10 µM;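 active means activity above about 14%, limit read from the data; passing the limit was not always enough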;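 further: 0% = DMSO wells with 35 nM protein and 100% = DMSO wells with 750 nM protein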
MBD2 DNA inh: inhibitors of human MBD2 binding to methylated oligonucleotide; Q9UBB5; hit rate 0.31% among 370,000; inhibition, % at 4.4 µM; AID 686964; TR-FRET; in the data active means inhibition above about 13%
Target sequence (Q9UBB5 whole entry, looked up): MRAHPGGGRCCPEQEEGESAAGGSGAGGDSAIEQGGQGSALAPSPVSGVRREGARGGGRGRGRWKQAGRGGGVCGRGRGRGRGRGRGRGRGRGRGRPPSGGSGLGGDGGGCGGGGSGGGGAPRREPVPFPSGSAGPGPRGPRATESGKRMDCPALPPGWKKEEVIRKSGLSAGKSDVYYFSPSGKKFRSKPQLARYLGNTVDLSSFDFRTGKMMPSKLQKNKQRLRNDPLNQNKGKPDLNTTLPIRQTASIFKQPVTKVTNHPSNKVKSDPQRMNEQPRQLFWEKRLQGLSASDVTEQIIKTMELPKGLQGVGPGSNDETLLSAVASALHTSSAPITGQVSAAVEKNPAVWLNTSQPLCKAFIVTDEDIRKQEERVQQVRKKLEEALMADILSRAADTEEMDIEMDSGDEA
PLC-gamma1 inh: blocks human PLC-gamma1 enzyme activity; purified PLC-gamma1, fluorogenic substrate, fluorescence; inhibition, % at 12.2 µM; hit rate 0.84% among 370,000; AID 720700; in the data active means inhibition above about 9.5%
hcDAF12 agonist: activates DAF-12 receptor from parasite H. contortus | AID 652067 | hit rate 1.4% among 370,000 | activation, % at 6.8 µM | HEK293 hcDAF-12 lit1-tk-luc reporter, luminescence; 0% DMSO, 100% Δ7-dafachronic acid;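 active means activation above the mean of all tested compounds plus 3 SD, cut at about 5.5% in these data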;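 further: 100% = response to 3 µM Δ7-dafachronic acid high control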
DAX1 inh-2: NR0B1 (DAX1) inhibition; P51843; HEK293 Gal4-DAX1 luciferase reporter, luminescence; inhibition, % at 6.75 µM; hit rate 0.99% among 340,000; AID 504766;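 active means inhibition above the mean over all tested compounds plus 3 SD, cut at about 4.2% in these data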;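 further: 0% = DAX1-transfected cells with DMSO and 100% = empty-vector control cells with DMSO; inhibition shows as a rise in luminescence from relieved DAX1 repression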
Target sequence (P51843 207-470 limits assumed): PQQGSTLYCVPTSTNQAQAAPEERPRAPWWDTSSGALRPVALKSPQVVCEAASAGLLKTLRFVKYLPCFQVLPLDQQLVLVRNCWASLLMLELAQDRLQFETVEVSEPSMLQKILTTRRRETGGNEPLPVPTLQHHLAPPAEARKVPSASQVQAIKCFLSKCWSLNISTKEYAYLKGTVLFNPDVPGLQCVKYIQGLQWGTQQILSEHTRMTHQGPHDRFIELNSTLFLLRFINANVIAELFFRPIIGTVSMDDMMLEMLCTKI
hgDAF12 agonist: agonists of H. glycines DAF-12 nuclear receptor. hit rate 1.8% among 370,000. activation, % at 6.8 µM. HEK293 GAL4-hgDAF12 UAS-luciferase reporter, agonist luminescence; normalized to butyrate control. AID 687014;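 active means activation above a cutoff set at the mean of all screened compounds plus 3 SD, cut at about 10% in these data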;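 further: 0% = DMSO wells and 100% = sodium butyrate wells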
Starred values were filed as active, the others as inactive.

O=c1c2c(nc(NCCO)n1CC1CCCCC1)-c1ccccc1CC21CCCC1 was read as PLCb3 inh inactive, ssDAF12 agonist -1.1, DAX1 inh-1 -0.5, SMARCA2 activ -1, ADAM17 inh -136, Rev-erbA mod 2, MBD2 DNA inh -5, PLC-gamma1 inh -420, hcDAF12 agonist -1.8, DAX1 inh-2 0.9 and hgDAF12 agonist 0.2.
Screening O=C(NC(=S)Nc1nc(-c2ccc([N+](=O)[O-])cc2)cs1)c1ccco1 returned PLCb3 inh -5, ssDAF12 agonist -0.5, DAX1 inh-1 1.7, SMARCA2 activ 3, ADAM17 inh 1, Rev-erbA mod -31, MBD2 DNA inh 1, PLC-gamma1 inh -3, hcDAF12 agonist 0.1, DAX1 inh-2 1.0 and hgDAF12 agonist 5.2.
`CC(=O)OC(C(=O)Nc1nncs1)c1ccccc1` (stereo not drawn) gave PLCb3 inh -2, ssDAF12 agonist -1.3, DAX1 inh-1 0.4, SMARCA2 activ -3, ADAM17 inh -5, Rev-erbA mod 0, MBD2 DNA inh 7, PLC-gamma1 inh 0, hcDAF12 agonist 1.1 and hgDAF12 agonist -1.2.
NC(=O)C1CCN(c2nc(-c3ccccc3)nc3ccccc23)CC1 was read as PLCb3 inh -21, ssDAF12 agonist -0.7, DAX1 inh-1 -0.8, SMARCA2 activ 0, ADAM17 inh 2, Rev-erbA mod 1, MBD2 DNA inh -6, PLC-gamma1 inh -16, hcDAF12 agonist -1.9, DAX1 inh-2 2.0 and hgDAF12 agonist 1.3.
O=C(O)CC1NC(=O)N(c2ccc(Cl)cc2)C1=O (stereo not drawn) was read as PLCb3 inh -2, ssDAF12 agonist -0.6, DAX1 inh-1 -0.1, SMARCA2 activ -1, ADAM17 inh -6, Rev-erbA mod 6, MBD2 DNA inh -4, PLC-gamma1 inh 2, hcDAF12 agonist -1.2, DAX1 inh-2 -0.1 and hgDAF12 agonist -2.8.
Screening CC1CCC(NC(=O)CN2CCN(S(=O)(=O)c3ccc(Br)s3)CC2)CC1 (stereo not drawn) returned PLCb3 inh -5, ssDAF12 agonist -1.7, DAX1 inh-1 -1.7, SMARCA2 activ -4, ADAM17 inh -2, Rev-erbA mod 5, MBD2 DNA inh 3, PLC-gamma1 inh -2, hcDAF12 agonist 2.1, DAX1 inh-2 -0.8 and hgDAF12 agonist -3.4.
`CN(CCOc1ccccc1)C(=O)c1cc([N+](=O)[O-])ccc1N1CCOCC1` gave PLCb3 inh -14, ssDAF12 agonist -1.3, DAX1 inh-1 0.1, SMARCA2 activ -2, ADAM17 inh 4, Rev-erbA mod 5, MBD2 DNA inh 5, PLC-gamma1 inh -3, hcDAF12 agonist -1.1, DAX1 inh-2 -1.2 and hgDAF12 agonist -1.7.
`Cc1nc2ccccn2c1C(=O)CSc1ccccc1Cl` gave PLCb3 inh -2, ssDAF12 agonist -1.6, DAX1 inh-1 -2.2, SMARCA2 activ 1, ADAM17 inh 1, Rev-erbA mod 1, MBD2 DNA inh 0, PLC-gamma1 inh 1, hcDAF12 agonist -1.9, DAX1 inh-2 -2.1 and hgDAF12 agonist -3.0.
Screening O=C(Nc1ccc(O)c(-c2nc3ccccc3o2)c1)C1(c2ccc([N+](=O)[O-])cc2)CCCC1 returned PLCb3 inh -4, ssDAF12 agonist -1.7, DAX1 inh-1 -0.5, SMARCA2 activ 1, ADAM17 inh 0, Rev-erbA mod -2, MBD2 DNA inh 2, PLC-gamma1 inh -6, hcDAF12 agonist 3.7, DAX1 inh-2 0.8 and hgDAF12 agonist -1.8.
`CC1CN(C(=O)COC(=O)CSc2ccc(C(N)=O)cc2[N+](=O)[O-])CC(C)O1` (stereo not drawn) gave PLCb3 inh -3, ssDAF12 agonist -1.2, DAX1 inh-1 2.0, SMARCA2 activ -4, ADAM17 inh 3, Rev-erbA mod 0, MBD2 DNA inh -3, PLC-gamma1 inh 0, hcDAF12 agonist -0.7, DAX1 inh-2 -0.6 and hgDAF12 agonist -0.5.
CCCC(=O)Oc1ccc(-c2nccc(C(OC)OC)n2)cc1 was read as PLCb3 inh -16, ssDAF12 agonist -1.6, DAX1 inh-1 1.7, SMARCA2 activ -3, ADAM17 inh -4, Rev-erbA mod -2, MBD2 DNA inh 3, PLC-gamma1 inh 0, hcDAF12 agonist -0.8, DAX1 inh-2 4.3* and hgDAF12 agonist 1.4.
Screening O=C(NN1C(=O)/C(=C\c2ccc(O)c([N+](=O)[O-])c2)SC1=S)c1ccccc1Cl returned PLCb3 inh -2, ssDAF12 agonist -0.6, DAX1 inh-1 -0.1, SMARCA2 activ -4, ADAM17 inh -9, Rev-erbA mod 28*, MBD2 DNA inh -8, PLC-gamma1 inh 1, hcDAF12 agonist 1.2, DAX1 inh-2 2.2 and hgDAF12 agonist -3.0.
For O=C(O)C1CCCCC1C(=O)NCCc1ccc(Cl)cc1 (stereo not drawn) the results were PLCb3 inh 4, ssDAF12 agonist -1.4, DAX1 inh-1 0.0, SMARCA2 activ -2, ADAM17 inh -2, Rev-erbA mod -1, MBD2 DNA inh 1, PLC-gamma1 inh 1, hcDAF12 agonist -0.9, DAX1 inh-2 0.7 and hgDAF12 agonist -1.4.
C/C(=N/NC(=O)c1ccc2c(c1)OCO2)c1ccc(NC(=O)C(F)(F)F)cc1 was read as PLCb3 inh 5, ssDAF12 agonist -1.6, DAX1 inh-1 0.8, SMARCA2 activ 3, ADAM17 inh 6, Rev-erbA mod -7, MBD2 DNA inh 1, PLC-gamma1 inh 5, hcDAF12 agonist 1.7, DAX1 inh-2 3.1 and hgDAF12 agonist 7.5.
Screening CCN(c1ccc(OC)cc1)S(=O)(=O)c1nnc(NC(=O)CC(C)C)s1 returned PLCb3 inh -2, ssDAF12 agonist -1.1, DAX1 inh-1 0.1, SMARCA2 activ -2, ADAM17 inh -1, Rev-erbA mod -3, MBD2 DNA inh 0, PLC-gamma1 inh -6, hcDAF12 agonist -0.2, DAX1 inh-2 -0.9 and hgDAF12 agonist -0.2.
`CC/C(=N\NC(=O)c1ccncc1)C12CC3CC(CC(C3)C1)C2` gave PLCb3 inh -1, ssDAF12 agonist -1.1, DAX1 inh-1 -0.2, SMARCA2 activ 0, ADAM17 inh -2, Rev-erbA mod 1, MBD2 DNA inh -1, PLC-gamma1 inh -1, hcDAF12 agonist 0.2, DAX1 inh-2 1.1 and hgDAF12 agonist 3.9.
`COc1ccccc1C(=O)NCC(=O)NCCSc1ccc(Br)cc1` gave PLCb3 inh -2, ssDAF12 agonist -0.9, DAX1 inh-1 -1.6, SMARCA2 activ -2, ADAM17 inh 2, Rev-erbA mod -5, MBD2 DNA inh -4, PLC-gamma1 inh 1, hcDAF12 agonist -0.8, DAX1 inh-2 -0.6 and hgDAF12 agonist -2.4.
For COc1ccc(/C=N/NC(=O)c2cccc([N+](=O)[O-])c2)c2ccccc12 the results were PLCb3 inh -4, ssDAF12 agonist -0.6, DAX1 inh-1 -0.1, SMARCA2 activ -1, ADAM17 inh -2, Rev-erbA mod -29, MBD2 DNA inh 2, PLC-gamma1 inh 3, hcDAF12 agonist -0.1, DAX1 inh-2 0.5 and hgDAF12 agonist 2.4.
COc1ccc(OC)c(-c2cc(C(=O)O)c3cc4ccccc4cc3n2)c1 was read as PLCb3 inh -12, ssDAF12 agonist 0.6, DAX1 inh-1 1.0, SMARCA2 activ -2, ADAM17 inh -7, Rev-erbA mod -4, MBD2 DNA inh 3, PLC-gamma1 inh -6, hcDAF12 agonist 2.6, DAX1 inh-2 -0.5 and hgDAF12 agonist 2.1.
`Cc1ccc(C)c(NC(=O)CCOc2ccccc2)c1` gave PLCb3 inh -5, ssDAF12 agonist -0.9, DAX1 inh-1 -0.2, SMARCA2 activ 0, ADAM17 inh -3, Rev-erbA mod -7, MBD2 DNA inh 0, PLC-gamma1 inh 1, hcDAF12 agonist -1.8, DAX1 inh-2 -0.2 and hgDAF12 agonist 0.0.
`COc1ccccc1Oc1ccc2c(c1)C(=O)N(c1ccc(C)cc1)C2=O` gave PLCb3 inh 3, ssDAF12 agonist -0.6, DAX1 inh-1 0.2, SMARCA2 activ 0, ADAM17 inh 0, Rev-erbA mod 28*, MBD2 DNA inh -5, PLC-gamma1 inh 4, hcDAF12 agonist 1.1, DAX1 inh-2 -0.2 and hgDAF12 agonist -0.5.
`CCOC(=O)C1=C(O)/C(=C/c2cc(C)n(-c3ccccc3)c2C)N=C1C` gave PLCb3 inh -47, ssDAF12 agonist -1.1, DAX1 inh-1 0.8, SMARCA2 activ -4, ADAM17 inh -10, Rev-erbA mod 0, MBD2 DNA inh -2, PLC-gamma1 inh -27, hcDAF12 agonist 4.1, DAX1 inh-2 1.3 and hgDAF12 agonist -1.1.
`COC(=O)Cc1nc2ccccc2[nH]1` gave PLCb3 inh -261, ssDAF12 agonist -1.2, DAX1 inh-1 0.8, SMARCA2 activ 1, ADAM17 inh -175, Rev-erbA mod -3, MBD2 DNA inh 0, PLC-gamma1 inh -245, hcDAF12 agonist -1.2, DAX1 inh-2 1.2 and hgDAF12 agonist 2.2.
For CCN(CC(=O)Nc1c(F)cccc1F)C(=O)C1Cc2ccccc2CN1S(=O)(=O)CC (stereo not drawn) the results were PLCb3 inh -5, ssDAF12 agonist 0.2, DAX1 inh-1 0.9, SMARCA2 activ 3, ADAM17 inh -3, Rev-erbA mod -2, MBD2 DNA inh 0, PLC-gamma1 inh -6, hcDAF12 agonist 0.2, DAX1 inh-2 -0.8 and hgDAF12 agonist 7.1.
For Cc1ccc(C)c(N2CCN(C(=O)CCCOc3cc(=O)n(C)c4ccccc34)CC2)c1 the results were PLCb3 inh -3, ssDAF12 agonist -2.4, DAX1 inh-1 -2.3, SMARCA2 activ -1, ADAM17 inh 1, Rev-erbA mod -3, MBD2 DNA inh -2, PLC-gamma1 inh 1, hcDAF12 agonist -2.1, DAX1 inh-2 -1.9 and hgDAF12 agonist -6.4.
COc1ccc(NC(=O)COc2ccc(C(=O)OCC(=O)N(C)C3CCS(=O)(=O)C3)cc2OC)cc1 (stereo not drawn) was read as PLCb3 inh -6, ssDAF12 agonist -1.7, DAX1 inh-1 -0.5, SMARCA2 activ -3, ADAM17 inh -8, Rev-erbA mod 4, MBD2 DNA inh 10, PLC-gamma1 inh -1, hcDAF12 agonist -1.1, DAX1 inh-2 -1.2 and hgDAF12 agonist -2.4.
Screening CC(C)c1ccc(NC(=O)C2C3C=CC4(CN(CCCN5CCOCC5)C(=O)C24)O3)cc1 (stereo not drawn) returned PLCb3 inh 4, ssDAF12 agonist -0.5, DAX1 inh-1 0.0, SMARCA2 activ -5, ADAM17 inh 3, Rev-erbA mod -3, MBD2 DNA inh 6, PLC-gamma1 inh 1, hcDAF12 agonist -0.3, DAX1 inh-2 -0.3 and hgDAF12 agonist -1.4.

Screening results: PubChem BioAssay, several laboratories

Hits appear at their usual frequency; overall some 7.4% were active at least once.
